# Nrf2 ARE act – activators of Nrf2 (ARE) signaling | AREc32 ARE-luciferase reporter (MCF7-derived line), luminescence, 24 h | AID 624171 | 0.31% of 410,000 active | Potency, µM (series often up to 46.1 µM), inactives show at the highest dose activation, actives largely listed as activators; further: potency means the concentration at half of the fitted maximal effect; % of control where 0% means no effect; nearly all actives have a fitted effect of over 65% in size
#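 ARE activation measured as luciferase luminescence (Steady-Glo, 30 min RT) in AREc32_Fluc cells after 24 hr compound exposure at 37 deg C, 5% CO2; cells seeded overnight at 1000/well in OPTI-MEM, 5% FBS.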
# S2 tox – viability counter-screen for ATXN expression inhibitors; Potency, µM (top dose mostly 56.7 µM), usual class: cytotoxic; S2 cells (HEK-293 line with an ATXN2-luciferase reporter) viability, CellTiter-Fluor protease fluorescence, 24 h; 0.49% of 400,000 active; further: potency means the concentration at half of the fitted maximal effect; nearly all actives have a fitted effect of over 40% in size
# Nrf2 block – inhibitors of Nrf2 signaling. A549 ARE-Fluc reporter, luciferase luminescence, 18-24 h. Potency, µM (top dose mostly 46 µM), without a hit: top-dose activity change, negative = inhibition, most hits filed as inhibitors. 2.1% of 360,000 active. AID 504444; further: potency means the concentration at half of the fitted maximal effect; on the % scale 0 is the no-effect control and ±100 the full control effect; nearly all actives have a fitted effect of over 60% in size
#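 Reporter: ARE-Fluc in A549. Exposure: 18-24 h, 37 °C, 5% CO2, 5% FBS OPTI-MEM. Readouts: fluorescent cytotoxicity (CellTiter-Fluor), then luminescent Nrf2 signal after BugLite.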
# Mm-Cpn inhibitor – blocks the Methanococcus maripaludis chaperonin Mm-Cpn; purified Mm-Cpn ATPase, ADP Transcreener TR-FRET; Potency, µM (titrated, usually from 76.9 µM), inactives show at the highest dose activity, negative = inhibition, usual class: inhibitors; 0.031% of 330,000 active; AID 504842; further: potency means the concentration at half of the fitted maximal effect; on the % scale 0 is the no-effect control and ±100 the full control effect; nearly all actives have a fitted effect of over 80% in size
#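 Reaction buffer contained 30 mM Tris pH 7.4, 100 mM KCl, 5 mM MgCl2 and 1 mM DTT. Mm-CPN (25 nM final) hydrolysed 10 uM ATP over 30 min at 37°C; ADP was read by HTRF.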
# TGFb SMAD3 inh – blocks TGF-b signaling; HepG2 CAGA-GFP TGF-b/SMAD3 reporter, GFP fluorescence, 18 h; TGF-beta stimulated, 500 pg/mL final; Potency, µM (top dose mostly 46.1 µM), for inactives: at the top dose activity, negative = inhibition, hits mostly inhibitors; 1.2% of 410,000 active; AID 588855; further: potency means the concentration at half of the fitted maximal effect; on the % scale 0 is the no-effect control and ±100 the full control effect; nearly all actives have a fitted effect of over 65% in size
#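 HEPG2 CAGA-GFP reporter cells (1000/well, DMEM with 1% FBS) received compounds, then recombinant TGF-beta at 500 pg/mL final for 18 hours at 37 degrees C. Per-cell GFP summed per well was normalised to unstimulated and stimulated DMSO controls before curve fitting.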
# HepG2 viability – counter-screen for TGF-b inhibitors: cytotoxicity in HepG2 cells | HepG2 CAGA-GFP viability, ATP luminescence, 18 h | AID 588856 | 0.76% of 410,000 active | Potency, µM (doses to about 46.1 µM), inactives show at the top dose activity change, negative = cytotoxicity, actives largely listed as cytotoxic; further: potency means the concentration at half of the fitted maximal effect; some results filed as inactive show a strong effect at the top dose
#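 CellTiter-Glo luminescence gave cytotoxicity after 18 hours at 37 degrees C. The cells were HepG2 CAGA-GFP in 1% FBS DMEM, stimulated with 500 pg/mL TGF-beta after compound addition. %Activity was normalised to no-cell wells (complete cell-killing) and DMSO (no toxicity), and curves were fitted and classified.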
# CCT chaperon mod – cytosolic chaperonin activity modulation; 0.3% of 360,000 active; purified chaperonin ATPase assay, HTRF ADP detection, 30 min; AID 651819; activity change, % (concentration not given with the values), hits read low; in the data active means activity change below about -30%; further: on the % scale 0 is the no-effect control and ±100 the full control effect
#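 Enzyme 40 or 20 nM (batch-dependent) in Tris pH 7.4/KCl/MgCl2/DTT; cpd 76 uM single point; ATP 10 uM; 30 min 37 °C; Transcreener ADP HTRF detection, 30 min RT; ratio 665/615.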
# Akt phos inh – Akt phosphorylation inhibition | 0.32% of 360,000 active | activity change, % for hits at 50 µM | Neuro2A IGF-stimulated pAkt S473 HTRF, 20 min; hits give low values; in the data active means activity change below about -80%; inconclusive means mostly about -51% to -80%; further: on the % scale 0 is the no-effect control and ±100 the full control effect
#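 Neuro2A cells in DMEM with 0.5% FBS, overnight at 37 deg C, given compound at single 50 µM final, then IGF (6 nM final) for 20 min at 37 deg C. Lysed; phospho-Akt Ser473 by HTRF after 24 h, 665/615 ratio.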
# A549 viability – A549 cytotoxicity, counter-screen for Nrf2 inhibitors; A549 ARE-Fluc cells, CellTiter-Fluor viability, 18-24 h; Potency, µM (doses to about 46 µM), inactives show at the top dose activity change, negative = cytotoxicity, actives largely listed as inhibitors; 0.16% of 390,000 active; AID 504648; further: potency means the concentration at half of the fitted maximal effect; on the % scale 0 is the no-effect control and ±100 the full control effect
#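 A549 ARE-Fluc cells in 5% FBS OPTI-MEM, 5000 cells/well, rested 2 h then exposed to compounds in concentration-response for 18-24 h at 37 °C. Viability by CellTiter-Fluor fluorescence (Ex 405/Em 525) after 30 min; luciferase luminescence (BugLite, 15 min, RT) read afterwards.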
# The depositor's hits bear a star; i = inactive; ? = inconclusive; · = not tested or not shown. Unless noted, the call rests on the fitted dose curve; in most records, active means well fitted curve in the direction sought with a large enough effect; inconclusive means small, poorly fitted or top-dose-only effect, or another doubt; inactive means no such curve, though single readings can be large; an effect the other way counts as inactive or inconclusive.
Structure,Nrf2 ARE act,S2 tox,Nrf2 block,Mm-Cpn inhibitor,TGFb SMAD3 inh,HepG2 viability,CCT chaperon mod,Akt phos inh,A549 viability
COc1ccc(C(=O)C2CCCN(C(=O)c3cccnc3OC)C2)cc1F (centres undefined),3.7%,i,5%,0%,-8%,-9%,4.4,i,4%
O=C(Nc1nnc(COc2ccccc2F)s1)Nc1ccccc1F,1.4%,i,-5%,1%,?,-20%,1.4,i,0%
Cc1sc2ncnc(N3CCC(C(=O)Nc4nnc(CC(C)C)s4)CC3)c2c1C,-0.3%,i,-16%,-5%,-10%,10%,-0.3,i,-6%
COc1ccc([C@@H]2CC(=O)c3c(O)cc(O[C@@H]4O[C@H](CO[C@@H]5O[C@@H](C)[C@H](O)[C@@H](O)[C@H]5O)[C@@H](O)[C@H](O)[C@H]4O)cc3O2)cc1O,-1.0%,i,5%,1%,7%,-1%,-0.1,i,-6%
CC(C)C(=O)NCCc1nc(-c2ccc(Cl)cc2)no1,4.6%,i,21%,·,-4%,1%,0.1,i,-3%
CCCCn1c(-c2csc3ccccc23)n[nH]c1=S,1.8%,i,2%,-3%,1%,-9%,-2.6,i,2%
O=C(COC(=O)C1CC(=O)N(Cc2ccccc2)C1)Nc1cccc([N+](=O)[O-])c1 (centres undefined),0.1%,·,9%,0%,-7%,2%,-12,i,1%
Cc1noc(C)c1C(=O)NCc1ccco1,-0.6%,i,2%,3%,-1%,14%,-0.3,i,0%
CS(=O)(=O)N1CCc2cc(NC(=O)c3ccc(Cl)cc3Cl)ccc21,4.1%,?,?,3%,-2%,-3%,1.6,i,-8%
O=C(CCl)NCCN1C(=O)S/C(=C\c2cccnc2)C1=O,13µM*,?,0%,1%,-4%,-28%,-0.2,i,-6%
CC(C)C[C@H]1CN(CCCC[C@@H]2CNC(=O)C(=O)N2Cc2ccccc2)C(=O)C(=O)N1CCc1ccc(O)cc1,0.0%,i,·,·,·,·,0.2,i,·
CC(=O)N1CCN(S(=O)(=O)c2cccc(C(=O)NNC(=O)c3ccc(Br)cc3)c2)CC1,0.3%,?,4%,·,4%,13%,-1.1,i,-1%
C[C@H](O)[C@@H]1C(=O)N2CCc3c([nH]c4ccccc34)[C@@H]2C[C@@H]1N(C)C(=O)Nc1ccccc1,?,i,·,·,-4%,-16%,1.6,i,·
Cc1nn(-c2ccccc2)c2c1C(c1cccc([N+](=O)[O-])c1)N(c1ccccc1)C(=O)N2 (centres undefined),-0.3%,i,10%,1%,-2%,-4%,1.1,i,7%
CCc1c(C)nc(N)n2c(SCC(=O)Nc3ccccc3OC)nnc12,-0.3%,i,-4%,2%,0%,-11%,-0.7,i,15%
CCOc1ncccc1C(=O)N1CCN(S(=O)(=O)c2ccc3ccccc3c2)CC1,2.5%,i,10%,1%,?,-16%,0.3,i,5%
C=CCN1CC(C)/C(=N\O)CC1C (centres undefined),-0.6%,i,7%,2%,0%,-5%,-0.4,i,-1%
Cn1cccc1C(=O)OCc1cc(Cl)cc2c1OCOC2,-0.4%,i,?,0%,-22%,-3%,-2.4,i,13%
O=C(c1cc(O)c(O)c([N+](=O)[O-])c1)c1ccccc1F,-0.4%,i,8%,-29%,-9%,-2%,0.3,i,-12%
COc1ccc(C(=O)CSc2nc3nn(-c4ccccc4)c(=O)c-3c3n2CCCCC3)c(OC)c1,-0.5%,i,·,·,-3%,-26%,-1.7,i,·
CC[N+](CC)(CCCCS(=O)(=O)[O-])CCNP1(=O)C=C(c2ccccc2)OC(c2ccccc2)=C1,-0.1%,i,11%,1%,-10%,-2%,0.4,i,-6%
COCCCNC(=O)c1ccc2c(=O)n(Cc3ccccc3OC)c(=S)[nH]c2c1,-0.4%,i,?,-6%,-10%,-10%,0.5,i,-1%
COc1ccccc1/C=C/C=N/NC(=O)c1ccncc1,1.8%,i,3%,-1%,11%,-4%,-1.4,i,1%
CCc1ccc(NC(=O)C2CCN(S(=O)(=O)c3cccs3)CC2)cc1,4.7%,i,3.7µM*,3%,-10%,-33%,0.2,i,-26%
CCN(C(=O)COC(=O)c1ccccc1NCc1ccco1)c1c(N)n(Cc2ccccc2)c(=O)[nH]c1=O,5.5%,i,-15%,·,?,0%,1.2,i,-5%
CC(=O)N1Cc2cc(C(=O)NCC(F)(F)F)nc(-c3cccc(-c4cccnc4)c3)c2[C@@H]1CCO,0.3%,?,·,·,·,·,1.8,i,·
CCOc1ccc(NC(=O)CSC2=NN3CCCC(=O)N=C3S2)cc1,-0.5%,i,-6%,-7%,7%,0%,2.0,i,1%
CC(=O)N(c1ccccc1)c1nc(/C=C/C(=O)O)cs1,-0.9%,i,-19%,-1%,-15%,-11%,-1.3,i,-4%
O=C(O)/C(=C\c1ccco1)NC(=O)c1ccco1,-0.1%,·,6%,-1%,9%,-8%,-0.6,i,-1%
Cn1c(/C(C#N)=C2/CCCCCN2)nc2ccccc21,6.3%,i,?,2%,?,4%,-0.6,i,-4%
O=S1(=O)CC(N2CCCC2)CN1Cc1ccccc1 (centres undefined),-0.1%,i,·,·,-4%,2%,-0.2,i,·
Cn1c(=O)[nH]c(=O)c2c1nc(N1CCOCC1)n2CCc1ccccc1,2.8%,i,11%,-12%,9%,0%,0.4,i,1%
COc1ccc2c(c1)-c1c(sn(-c3ccc(OC)c(OC)c3)c1=S)C(C)(C)N2,-0.3%,i,?,1%,-17%,-12%,0.4,i,-9%
COc1ccc(C(NC(=O)c2ccccc2F)NC(=O)c2ccccc2F)cc1,-1.3%,i,-1%,-2%,10%,2%,-1.6,i,-2%
CCN1CCN(C(=O)C2CCN(S(=O)(=O)c3ccc4c(c3)NC(=O)C(C)S4)CC2)CC1 (centres undefined),-0.1%,i,-2%,5%,1%,-33%,-2.0,i,7%
COc1ccccc1-n1c(=S)[nH]c2c(sc(=S)n2-c2ccccc2)c1=O,-0.1%,i,10%,0%,-6%,4%,-0.1,i,0%
Cc1cc(Cl)ccc1OCC(=O)NC(=S)Nc1ccccc1N1CCOCC1,-0.4%,i,-21%,0%,-7%,-15%,-0.1,i,0%
COc1ccc(NC(=O)CSc2nnc(Cn3c(=O)sc4ccccc43)n2C)cc1,0.3%,i,13%,-1%,6%,-19%,-5.0,i,0%
N#Cc1ccc(OCC(O)CN2CCN(c3ncc(C(F)(F)F)cc3Cl)CC2)cc1 (centres undefined),2.5%,i,18µM*,2%,?,-25%,-2.1,i,-14%
CNc1cncc(-c2cccnc2)n1,0.3%,i,·,·,2%,-5%,-0.2,i,·
CC(C)(C)OC(=O)NCCC(=O)N/N=C/c1ccc2nccnc2c1,0.2%,i,-6%,0%,9%,23%,0.1,i,4%
C[C@H](CO)N1C[C@H](C)[C@@H](CN(C)C(=O)Nc2ccc(C(F)(F)F)cc2)Oc2c(NC(=O)Nc3ccc(C(F)(F)F)cc3)cccc2C1=O,-3.7%,16µM*,?,1%,14µM*,-114%,-0.6,i,?
Cc1ccc(-c2csc(N3CCN(c4ccc5nc(-c6ccncc6)n(CCN6CCCCC6)c5c4)CC3)n2)cc1,3.5%,i,-4%,-2%,?,-47%,-2.4,i,1%
CCOC(=O)C1(S(=O)(=O)c2ccc(Cl)cc2)CCN(Cc2ccccc2)CC1,-0.2%,?,-7%,0%,?,1%,-0.1,i,-10%
N#CCc1ccc(Oc2ncccn2)cc1,-1.0%,i,4%,0%,-5%,-8%,-2.1,i,0%
O=S(=O)(NC1CCCCC1NCc1ccco1)c1ccc(Cl)cc1 (centres undefined),1.6%,i,13%,3%,-11%,-39%,-0.4,i,-3%
CCc1ccccc1NC(=O)CN1C(=O)COc2ccc(S(=O)(=O)N3CCCCCC3)cc21,0.2%,·,12%,·,-6%,-3%,·,·,-1%
Cn1c(NCCCN2CCOCC2)nc2c1c(=O)n(Cc1ccc(Cl)cc1Cl)c(=O)n2C,1.1%,i,-22%,-1%,-4%,-36%,-2.2,i,24%
Cc1c(Cl)cnc(NC(=O)COC(=O)c2cccc(S(=O)(=O)N3CCc4ccccc4C3)c2)c1Cl,0.3%,i,3%,-4%,0%,27%,-0.4,i,12%
CC(=O)Nc1ccc(NC(=O)[C@@H](NC(=O)c2cccc(C)c2)C(C)C)cc1,0.4%,i,-1%,0%,18%,13%,-3.4,i,5%
Cc1cc([N+](=O)[O-])nn1CCC(=O)Nc1nccs1,0.1%,i,-29%,2%,-7%,-9%,1.0,i,1%
COc1cc(S(=O)(=O)N2CCC(c3nc4ccccc4s3)CC2)ccc1S(=O)(=O)NC1CCCC1,-0.5%,i,-12%,-1%,-27%,-27%,1.6,i,21%
COc1cc2c(cc1OC)-c1nnc(-c3cccs3)n1C(C)(C)C2,0.2%,i,-28%,·,0%,-25%,-0.2,i,0%
COc1cccc(NC(=O)Cn2c(SCC(=O)N3CCOCC3)nc3ccccc32)c1,-0.8%,i,·,-1%,-29%,-13%,-3.0,·,-5%

# An excerpt from above, limited to Akt phos inh and CCT chaperon mod:
molecule | Akt phos inh | CCT chaperon mod
Cc1ccc(-c2csc(N3CCN(c4ccc5nc(-c6ccncc6)n(CCN6CCCCC6)c5c4)CC3)n2)cc1 | i | -2.4
CCOC(=O)C1(S(=O)(=O)c2ccc(Cl)cc2)CCN(Cc2ccccc2)CC1 | i | -0.1

# Compound activity (PubChem BioAssay)
